Source: PubChem BioAssay (several laboratories)
West Nile virus CPE – inhibition of WNV-induced cytopathic effect – cell-based, CPE readout (AID 1621); West Nile virus-infected cells, CPE inhibition; higher % means a stronger effect; CPE inhibition, % at 10 µM, or IC50 in µM where a hit was titrated; actives 0.02% (n = 290,000); in the data active = a potency from the dose series; inconclusive = CPE inhibition mostly from about 3.7% at the one dose, without a potency; inactive = the rest, 99 in 100 with CPE inhibition below about 2.2%; also: strong numbers were not always called active
M1AAP inhibition – malaria alanyl aminopeptidase activity blockers – biochemical, fluorogenic H-Leu-NHMec substrate, 1536-well (AID 1445). recombinant M1AAP, H-Leu-NHMec fluorogenic kinetic assay; higher % means a stronger effect. one-dose inhibition, % at 30 µM; IC50 in µM for titrated hits. actives 0.42% (n = 220,000);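 active = primary inhibition above the hit cutoff, then over 50% inhibition at one or more dose response concentrations, cut at about 23% in these data, passing the limit was not always enough; inconclusive = conflicting primary data, or primary hits not chosen for dose response; inactive = low primary inhibition, or under 50% at every dose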;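 also: plate controls were DMSO full reaction for no effect and no enzyme background for full effect; strong numbers were not always called active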
ER stress rescue – rescue of cells from ER stress-induced death, primary screen, 384-well, CSM14.1, thapsigargin, ATP luminescence (AID 1222); one-dose cellular ATP content (survival), % at 20 µM; EC50 in µM for titrated hits; CSM14.1 thapsigargin-induced death rescue, ATP luminescence; higher % means a stronger effect; 190,000 tested, under 10 active;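 active = EC50 below 50 µM in the dose-response confirmation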;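 also: death triggered by thapsigargin at about 15 µM added after 2 h compound pretreatment; cell ATP read after overnight thapsigargin exposure of roughly 18 to 22 hours; normalized against plate controls of thapsigargin alone and 5% DMSO vehicle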
PhoP inhibition – PhoP-dependent GFP reporter repression – Salmonella Typhimurium, primary screen (AID 1863). S. Typhimurium PhoP-regulated promoter GFP reporter, 4 h; higher % means a stronger effect. one-dose inhibition, % at 50 µM; IC50 in µM for titrated hits. actives 0.16% (n = 300,000);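 active = inhibition over 29.93%, a cutoff 3 SD above the screen mean, later confirmed by dose response; inconclusive = inhibition over 29.93% but no dose response follow-up; inactive = inhibition at most 29.93% or unconfirmed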;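 also: 0% = low Mg2+ inducing control and 100% = high Mg2+ repressing control; strong numbers were not always called active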
human PMI inhibitors – human PMI inhibitors, high substrate, primary screen, biochemical, fluorescence intensity, high mannose 6-phosphate (AID 1220). actives 0.66% (n = 190,000). recombinant PMI enzyme, coupled fluorescence intensity; higher % means a stronger effect. inhibition, % at 20 µM, or IC50 in µM where a hit was titrated; in the data active = inhibition above about 50%
Siah-1 displacement – blockers of Siah-1 interaction with plectin peptide – biochemical, fluorescence polarization, rhodamine-plectin, uHTS, primary screen (AID 1817); Siah-1 / rhodamine-plectin peptide fluorescence polarization; higher % means a stronger effect; displacement, % at 20 µM, or IC50 in µM where a hit was titrated; actives 0.02% (n = 290,000);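 active = displacement of at least 50% at 20 µM, with a fluorescence ratio check between 0.3 and a set limit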;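 also: plate controls were Siah plus tracer with DMSO for no effect and tracer alone without Siah for full effect; strong numbers were not always called active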
Yfh1-off respiration – enhancers of respiration in Yfh1-depleted yeast, dose response, Friedreich's ataxia, plus single-dose screen (AID 1465) | S. cerevisiae Yfh1-off respiration, WST-1 reduction, 72 h; higher fold induction means a stronger effect | one-dose fold induction at 50 µM; EC50 in µM for titrated hits | actives 0.074% (n = 220,000);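 active = fold induction of absorbance versus untreated yeast above a set limit, then at least 30% activation at any dose in follow-up; inconclusive = repeats straddling the limit, or above it without dose testing; inactive = fold induction below the set limit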;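 also: activators that raise dye reduction in frataxin-depleted yeast; strong numbers were not always called active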
M17LAP inhibition – P. falciparum M17LAP inhibitors, primary screen, biochemical, fluorogenic H-Leu-NHMec substrate, 1536-well (AID 1619); actives 0.38% (n = 220,000); inhibition, % at 30 µM; hits with a dose series show IC50 in µM; recombinant M17LAP, H-Leu-NHMec fluorogenic kinetic assay; higher % means a stronger effect;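 active = compound inhibiting the enzyme by more than half at any dose during confirmatory dose-response retesting; inconclusive = strong single-dose inhibitors picked by rank but not retested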;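 also: plate controls were full reaction with DMSO carrier for no effect and no enzyme background for full effect; strong numbers were not always called active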
XIAP antagonists – XIAP antagonists, biochemical, IAP family, fluorescence polarization (AID 1018). XIAP BIR domain, fluorescence polarization peptide displacement; higher % means a stronger effect. displacement, % at 20 µM; hits with a dose series show IC50 in µM. actives 0.007% (n = 200,000); in the data active = displacement above about 50%; also: a part of the inactive calls stands beside numbers as strong as those of hits
Starred values were filed as active, the others as inactive; i = inactive; ? = inconclusive; · = not tested or not shown.

Values run as follows: West Nile virus CPE, M1AAP inhibition, ER stress rescue, PhoP inhibition, human PMI inhibitors, Siah-1 displacement, Yfh1-off respiration, M17LAP inhibition, XIAP antagonists
Clc1ccc(CNc2ccc(CNc3ncn[nH]3)cc2)cc1
→ -1.2%, 3%, -1.3%, 40%, 6%, 2%, i, 21%, -5.9%
O=C(O)C1CCC(=O)N1C1c2ccccc2Oc2ccccc21 (stereo unspecified)
→ 0.5%, 4%, -0.4%, -2%, 4%, -2%, i, 14%, -2.2%
c1ccc(CNc2ncnc3c2cnn3Cc2ccccc2)cc1
→ -0.9%, 2%, 0.0%, -3%, 8%, -4%, i, -7%, -4.3%
COc1cccc(N2CC(C(=O)Nc3c(C)cccc3C)CC2=O)c1 (stereo unspecified)
→ 0.3%, 4%, -2.0%, -15%, -2%, 14%, i, 0%, -12%
CC(C)(C)N(Cc1cc2ccccc2[nH]c1=O)C(=O)c1cccnc1
→ 0.3%, 5%, -3.1%, -12%, -3%, 2%, i, 6%, -1.7%
N#Cc1nc(Cc2ccccc2)oc1NCCCn1ccnc1
→ 0.2%, -9%, -2.1%, -6%, 10%, -2%, i, 10%, -5.8%
COc1cc2c(cc1OC)C(C1(O)CCCCC1)NCC2 (stereo unspecified)
→ 0.1%, 3%, ·, -1%, ·, 3%, i, -29%, ·
CN(c1ccccc1C(=O)Nc1ccc2c(c1)OCCO2)S(C)(=O)=O
→ 0.2%, 13%, 0.0%, 0%, -5%, 13%, i, 7%, -3.1%
CCOC(=O)Cc1c(C)nc2cc(-c3ccc(C(C)(C)C)cc3)[nH]n2c1=O
→ 0.1%, 2%, -1.4%, 5%, -3%, 2%, i, 0%, -3.6%
CC(=O)Nc1cccc(N2C(=O)CC(Cc3ccccc3)C2=O)c1 (stereo unspecified)
→ 0.1%, -1%, 4.4%, 1%, -1%, 0%, i, -2%, -1.9%
COC(=O)c1cc(NC(=O)Nc2ccccc2OC)cc(C(=O)OC)c1
→ -0.9%, 4%, -0.3%, -7%, 6%, -2%, i, -6%, -3.2%
COCCN(Cc1ccccc1)C(=S)Nc1ccc(Cl)cc1
→ -0.8%, 2%, -2.3%, 3%, 7%, 5%, i, -5%, -1.5%
Cc1ccc(C)c(OCC(=O)Nc2ccc3c(c2)OCO3)c1
→ ·, 13%, -3.7%, 1%, 18%, 2%, ·, -2%, -2.1%
O=C(O/N=C1\CCCc2ccccc21)c1cccc(Cl)c1
→ 1.0%, -2%, -0.9%, -3%, 7%, -1%, i, 9%, -7.3%
O=C(Nc1ccc(Cl)c(Cl)c1)Nc1ccc(N2CCCC2)c(S(=O)(=O)Nc2ccccc2Cl)c1
→ ?, 0%, -1.1%, 20%, 3%, 4%, i, 3%, -3.1%
CCOc1ccc(OCC)c(S(=O)(=O)NCc2ccc3c(c2)OCO3)c1
→ 0.0%, 15%, -0.1%, -8%, 14%, 1%, i, 5%, -22%
O=C(NCCCN1CCOCC1)c1cccc(S(=O)(=O)Nc2cc(Cl)ccc2Cl)c1
→ -0.1%, 17%, -0.9%, 0%, 0%, 5%, i, 11%, -3.9%
CN1N=C(C(=O)Nc2ccc3c(c2)CCC3)CCC1=O
→ 0.7%, 4%, -0.3%, -9%, -9%, 10%, i, 9%, -1.9%
N#CCSc1nccc(/C=C/c2ccccc2)n1
→ -1.4%, 7%, -0.8%, 11%, 1%, 3%, i, 4%, -2.8%
CC(=O)Nc1ccc2c(c1)N(C(C)=O)c1ccccc1CC2
→ -0.6%, -14%, 0.6%, -2%, ·, 9%, i, -12%, -2.7%
Nn1c(SCc2cn3ccccc3n2)nnc1-c1ccncc1
→ 0.2%, 3%, 0.9%, -8%, -6%, -2%, i, 4%, -1.5%
Cc1ccc2c(C)c(C(=O)N(Cc3cccs3)C3CCS(=O)(=O)C3)oc2c1 (stereo unspecified)
→ 2.6%, 0%, 1.1%, -4%, -1%, 4%, i, 7%, -3.9%
Cc1cc(C)c2c(N)c(C(=O)Nc3nccs3)sc2n1
→ 0.1%, -20%, -3.8%, 9%, 7%, -2%, i, -37%, -4.2%
CC(C)NC(=O)NNc1c(Cl)cncc1Cl
→ 0.1%, -2%, ·, -7%, ·, 14%, i, 2%, ·
CCCCC(=O)NC(=S)Nc1ccccc1C(=O)Nc1ccccc1
→ 0.4%, 2%, 2.4%, -11%, -6%, 5%, i, 3%, -2.5%
CCn1ncc(Br)c1C(=O)N(C)C12CC3CC(CC(C3)C1)C2
→ -0.2%, 7%, -0.2%, -2%, -2%, 3%, i, -5%, 0.5%
Cc1cc(O)c(C(C)C)cc1NS(=O)(=O)c1ccccc1
→ 0.6%, 1%, -2.8%, 7%, -4%, -2%, i, -12%, -8.8%
CCCn1nnc(NC(=O)c2cc3ccccc3o2)n1
→ -0.6%, -12%, 3.2%, 15%, 2%, -3%, i, -5%, -1.2%
CCn1cc([N+](=O)[O-])c(C(=O)Nc2ccn(C34CC5CC(CC(C5)C3)C4)n2)n1
→ -1.2%, 1%, -0.6%, -4%, 11%, 5%, i, -5%, -3.1%
S=c1[nH]nc(-c2cccnc2)n1/N=C/C=C/c1ccco1
→ -0.2%, 15%, 1.3%, 3%, 15%, 22%, i, 71%, -1.5%

A second format for some results above.
Cc1cc(O)c(C(C)C)cc1NS(=O)(=O)c1ccccc1
  West Nile virus CPE = 0.6% | M1AAP inhibition = 1% | ER stress rescue = -2.8% | PhoP inhibition = 7% | human PMI inhibitors = -4% | Siah-1 displacement = -2% | Yfh1-off respiration = i | M17LAP inhibition = -12% | XIAP antagonists = -8.8%

CCCn1nnc(NC(=O)c2cc3ccccc3o2)n1
  West Nile virus CPE = -0.6% | M1AAP inhibition = -12% | ER stress rescue = 3.2% | PhoP inhibition = 15% | human PMI inhibitors = 2% | Siah-1 displacement = -3% | Yfh1-off respiration = i | M17LAP inhibition = -5% | XIAP antagonists = -1.2%

4 compounds drawn at random from the list so far:
Values run as follows: West Nile virus CPE, M1AAP inhibition, ER stress rescue, PhoP inhibition, human PMI inhibitors, Siah-1 displacement, Yfh1-off respiration, M17LAP inhibition, XIAP antagonists
COCCN(Cc1ccccc1)C(=S)Nc1ccc(Cl)cc1
→ -0.8%, 2%, -2.3%, 3%, 7%, 5%, i, -5%, -1.5%
Clc1ccc(CNc2ccc(CNc3ncn[nH]3)cc2)cc1
→ -1.2%, 3%, -1.3%, 40%, 6%, 2%, i, 21%, -5.9%
COc1cc2c(cc1OC)C(C1(O)CCCCC1)NCC2 (stereo unspecified)
→ 0.1%, 3%, ·, -1%, ·, 3%, i, -29%, ·
Cc1cc(C)c2c(N)c(C(=O)Nc3nccs3)sc2n1
→ 0.1%, -20%, -3.8%, 9%, 7%, -2%, i, -37%, -4.2%

Following part
Values run as follows: West Nile virus CPE, M1AAP inhibition, ER stress rescue, PhoP inhibition, human PMI inhibitors, Siah-1 displacement, Yfh1-off respiration, M17LAP inhibition, XIAP antagonists
O=C(COC(=O)C1CC(=O)N(Cc2ccco2)C1)c1ccc(OC(=O)c2ccccc2)cc1 (stereo unspecified)
→ -0.2%, 1%, -0.5%, 1%, -26%, 36%, i, 17%, -4.4%
CCOc1ccc(N(CC(=O)OC)S(=O)(=O)c2ccc3c(c2)n(C)c(=O)c(=O)n3C)cc1
→ 0.1%, 4%, -1.2%, -5%, -11%, -3%, i, 13%, -2.1%
CCC(=O)N1c2ccc(S(=O)(=O)CCC(=O)Nc3nccs3)cc2CC1C (stereo unspecified)
→ 2.2%, 7%, 0.2%, 0%, 2%, 7%, i, 1%, -5.3%
CC1CCN(C(=O)c2ccc(S(=O)(=O)N(C)C)cc2)C(C)C1 (stereo unspecified)
→ 0.7%, 10%, -0.7%, 1%, 5%, 1%, i, 6%, -3.5%
Cc1ccccc1-c1nc(CN2CCC(C(=O)NCc3ccco3)CC2)c(C)o1
→ -0.5%, 1%, -0.3%, -8%, 6%, 2%, i, 2%, -2.5%
COC(=O)/C(=C\Nc1ccc(Oc2ccc(F)cc2F)nc1)NC(=O)c1ccccc1
→ -0.5%, 3%, ·, -9%, ·, -2%, i, 4%, ·
N#Cc1ccc(-c2ccccc2)nc1SCC(=O)c1cccc(Cl)c1
→ 0.1%, 1%, 1.8%, -11%, -3%, 1%, i, -7%, 0.0%
C=CCn1c(=O)c2ccccc2n2c(SCc3c(C(=O)OCC)oc4ccccc34)nnc12
→ ?, ·, -1.1%, ·, 4%, -1%, i, ·, -2.5%
O=C(CN1c2ccccc2Sc2ccccc21)NNC(=S)Nc1ccc(Cl)cc1
→ 0.1%, -15%, ·, 2%, ·, -12%, i, -3%, ·
O=C(COc1cccc([N+](=O)[O-])c1)N/N=C/c1ccco1
→ -0.5%, 2%, -1.3%, 8%, -2%, 12%, i, 2%, -5.3%
Cc1ccc(N=Cc2cc(Br)cc(Cl)c2O)cc1
→ 0.3%, -7%, -6.6%, 2%, 51%*, 16%, i, 1%, 5.3%
CC1(C)CC(=O)c2cn3ncnc3nc2C1
→ 0.3%, 1%, -0.6%, 3%, 12%, 4%, i, 3%, -3.3%
COC(=O)C1=C(C(C)=O)C(c2ccc(C)cc2)n2nnnc2N1 (stereo unspecified)
→ 0.1%, 8%, -0.9%, 5%, -5%, -1%, i, 10%, -6.1%
CCN1C(=O)/C(=C2\Sc3ccccc3N2CC)OC1=S
→ -0.9%, 3%, -2.0%, 5%, 5%, 0%, ?, -1%, -7.5%
CCOC(=O)C1CCCCN1Cc1cccc(OC)c1OC (stereo unspecified)
→ -0.4%, -2%, 1.7%, 8%, 2%, 6%, i, 20%, -2.7%
COc1cc(S(=O)(=O)N(C)C)ccc1F
→ 0.8%, 6%, -0.9%, -7%, 8%, 2%, i, 1%, -9.7%
C=CCOc1nc(N(C)C)nc(N(C)C)n1
→ 0.2%, 6%, 1.8%, -1%, 9%, -3%, i, -2%, -8.2%
C/C(=N\Nc1ccc(Cl)cc1)c1ccccn1
→ 0.1%, 6%, -7.6%, -1%, -112%, 0%, i, 6%, -2.2%
O=C(Cc1cn2ccsc2n1)Nc1nc2c(s1)CCCC2
→ -0.2%, 3%, -0.9%, 0%, 3%, 0%, i, 3%, -1.2%
COc1ccccc1CNC(=O)c1ccccc1OC
→ -0.2%, -3%, -1.1%, 4%, -7%, 3%, i, -5%, -4.3%
